KB-V1 MDR tox: kills drug-selected multidrug resistant KB-V1 cells | KB-V1 MDR cells viability, CellTiter-Glo, 72 h | 400,000 compounds, 3.4% hits | Potency, µM (series often up to 46.1 µM), without a hit: at the highest dose activity change, negative = cytotoxicity, usual class: cytotoxic | AID 1347076; note: potency is the fitted concentration of half-maximal effect; % is set by controls: 0 for no effect and ±100 for the full control effect; nearly all actives have a fitted effect of over 60% in size
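Cytotoxicity via CellTiter-Glo luminescence after 72 h compound exposure at 37 degrees C. Cells: drug-selected KB-V1 line, DMEM phenol-red free plus 10% FBS. Compounds tested at multiple concentrations; normalized data fitted to concentration-effect curves.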
WRN helicase inh: inhibitors of human WRN helicase; 360,000 compounds, 0.46% hits; Q14191; Potency, µM (series often up to 114 µM), inactives show top-dose activity change, negative = inhibition, most hits filed as inhibitors; WRN helicase unwinding, fluorescent forked duplex, kinetic; note: potency is the fitted concentration of half-maximal effect; % is set by controls: 0 for no effect and ±100 for the full control effect; nearly all actives have a fitted effect of over 55% in size
Target sequence (Q14191 whole entry, looked up): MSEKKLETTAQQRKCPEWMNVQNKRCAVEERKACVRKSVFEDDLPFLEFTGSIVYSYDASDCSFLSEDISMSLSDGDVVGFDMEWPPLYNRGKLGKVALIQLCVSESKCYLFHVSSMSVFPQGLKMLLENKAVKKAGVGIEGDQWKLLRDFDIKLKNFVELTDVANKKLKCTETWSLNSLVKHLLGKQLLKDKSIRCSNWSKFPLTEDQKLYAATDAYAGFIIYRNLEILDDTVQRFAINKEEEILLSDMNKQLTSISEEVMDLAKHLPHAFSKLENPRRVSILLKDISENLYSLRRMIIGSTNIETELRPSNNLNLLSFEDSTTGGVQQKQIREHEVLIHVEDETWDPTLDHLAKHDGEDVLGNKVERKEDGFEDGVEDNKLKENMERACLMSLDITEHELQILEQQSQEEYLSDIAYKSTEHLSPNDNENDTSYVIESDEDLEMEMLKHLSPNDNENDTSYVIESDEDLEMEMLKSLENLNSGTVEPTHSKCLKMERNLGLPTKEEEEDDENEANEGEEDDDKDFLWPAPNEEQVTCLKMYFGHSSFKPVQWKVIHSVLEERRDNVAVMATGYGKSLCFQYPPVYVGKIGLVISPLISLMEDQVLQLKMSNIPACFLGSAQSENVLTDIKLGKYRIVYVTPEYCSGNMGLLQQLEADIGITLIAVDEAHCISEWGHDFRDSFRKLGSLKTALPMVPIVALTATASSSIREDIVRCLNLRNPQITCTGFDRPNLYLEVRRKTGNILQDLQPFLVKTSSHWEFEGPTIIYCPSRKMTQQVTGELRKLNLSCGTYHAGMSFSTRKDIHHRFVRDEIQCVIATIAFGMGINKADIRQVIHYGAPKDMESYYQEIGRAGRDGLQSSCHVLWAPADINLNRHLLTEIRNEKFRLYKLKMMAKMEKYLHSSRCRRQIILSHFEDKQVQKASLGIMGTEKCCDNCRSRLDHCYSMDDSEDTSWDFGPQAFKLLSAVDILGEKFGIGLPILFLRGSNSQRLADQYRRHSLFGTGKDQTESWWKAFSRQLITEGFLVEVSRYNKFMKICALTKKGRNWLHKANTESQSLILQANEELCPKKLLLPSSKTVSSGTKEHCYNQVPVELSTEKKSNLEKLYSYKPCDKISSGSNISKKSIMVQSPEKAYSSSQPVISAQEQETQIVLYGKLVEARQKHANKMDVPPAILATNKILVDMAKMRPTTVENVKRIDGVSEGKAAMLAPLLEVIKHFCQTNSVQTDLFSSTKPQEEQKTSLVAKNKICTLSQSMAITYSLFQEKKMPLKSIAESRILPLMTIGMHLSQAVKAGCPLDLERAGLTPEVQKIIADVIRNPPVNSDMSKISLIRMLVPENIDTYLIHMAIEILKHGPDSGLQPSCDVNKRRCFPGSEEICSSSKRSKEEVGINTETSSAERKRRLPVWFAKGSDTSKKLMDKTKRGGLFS
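WRN at 20 nM final was preincubated with compound for 15 min at room temperature; reaction started with 100 nM forked duplex oligonucleotide carrying fluorophore and quencher plus 2 mM ATP (final). Unwinding followed kinetically by red fluorescence (ex 525/em 598 nm).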
HT1080-NT tox: kills 2HG-producing HT-1080-NT fibrosarcoma cells. HT-1080-NT fibrosarcoma viability, CellTiter-Glo ATP luminescence, 48 h. Potency, µM (highest dose often 46.1 µM), without a hit: at the top dose activity, negative = less viability, usual class: cytotoxic. 360,000 compounds, 1.6% hits;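 note: NT is the 2HG producing partner of a matched IDH1 knockdown line; potency is the fitted concentration of half-maximal effect; 0% = DMSO-treated cells and -100% = media-only wells without cells; nearly all actives have a fitted effect of over 55% in size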
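Fibrosarcoma NT cells, 750 per well in 5% FBS RPMI, were exposed to compound for 48 hours. Viability: CellTiter-Glo luminescence.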
HT1080 IDH1KD tx: HT-1080 IDH1 knockdown cell toxicity (counter line). HT-1080 IDH1 knockdown viability, ATP luminescence, 48 h. Potency, µM (top dose mostly 46.1 µM), without a hit: at the top dose activity, negative = toxicity, hits mostly cytotoxic. 360,000 compounds, 2% hits. AID 686971;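 note: potency is the fitted concentration of half-maximal effect; 0% = DMSO wells and -100% = cell-free medium wells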
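Using the IDH1-knockdown HT-1080 line run in the same batch and compound series as the NT line, viability after 48 h at 37 °C was determined by CellTiter-Glo luminescence and expressed as % activity.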
KB-3-1 cytotox: KB-3-1 parental cell cytotoxicity | KB-3-1 viability, CellTiter-Glo ATP luminescence, 72 h | AID 1347075 | Potency, µM (doses to about 46.1 µM), without a hit: top-dose activity change, negative = cytotoxic, most hits filed as cytotoxic | 400,000 compounds, 1.4% hits; note: potency is the fitted concentration of half-maximal effect; % is set by controls: 0 for no effect and ±100 for the full control effect; nearly all actives have a fitted effect of over 60% in size
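KB-3-1 parental drug-naive adenocarcinoma cells in DMEM/10% FBS, incubated 72 h at 37 C with pin-transferred compounds across a concentration series. Viability by CellTiter-Glo luminescence; concentration-response curves fitted after normalization.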
ATXN2 expr inh: inhibitors of ATXN2 expression | HEK-293 ATXN2-luciferase reporter, luminescence, 24 h | Potency, µM (doses to about 57 µM), without a hit: at the highest dose activity change, negative = inhibition, hits mostly inhibitors | 360,000 compounds, 0.72% hits; note: potency is the fitted concentration of half-maximal effect; % is set by controls: 0 for no effect and ±100 for the full control effect; nearly all actives have a fitted effect of over 55% in size
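ATXN2-luciferase reporter cells (luciferase flanked by upstream and downstream ATXN2 gene portions) were treated 24 h at 37 °C with compounds at up to 57 uM. SteadyGlo luminescence gave expression; GF-AFC fluorescence gave viability.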
IL-1B inflam inh: blocks inflammasome-driven IL-1 beta release. 360,000 compounds, 4.7% hits. THP-1 LPS/ATP IL-1B secretion, AlphaLISA, 16 h; hits give low values. AID 743279. activity change, % at 57.5 µM; in the data active = activity change below about -50%; inconclusive = mostly about -30% to -49%; note: % is set by controls: 0 for no effect and ±100 for the full control effect
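THP-1 cells pretreated 1 hr with compounds (up to 57.5 uM final), then stimulated with LPS (250 ng/mL final) plus ATP (1.25 mM final); secreted IL-1B measured by AlphaLISA after 16 hr, decreased signal indicating inhibition.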
SW480 rerep: DNA re-replication induction in SW480 cells | SW480 DNA re-replication, Hoechst DNA content imaging, 48 h | Potency, µM (series often up to 46.1 µM), for inactives: top-dose re-replication activation, most hits filed as activators | 340,000 compounds, 1.8% hits; note: potency is the fitted concentration of half-maximal effect; % of control where 0% means no effect; nearly all actives have a fitted effect of over 55% in size
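Quantitative HTS format with DMSO vehicle controls; 48 hr drug incubation at 37 C, then 40 min Hoechst staining and scanning imager measurement at 405 nm excitation.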
MCF10A rereplic: inducers of DNA re-replication in MCF 10A breast cells; MCF 10A DNA re-replication, Hoechst nuclear intensity, 48 h; Potency, µM (top dose mostly 46.1 µM), for the others: at the highest dose activity, positive = re-replication, actives largely listed as activators; AID 624296; 350,000 compounds, 2.9% hits; note: potency is the fitted concentration of half-maximal effect; % of control where 0% means no effect; nearly all actives have a fitted effect of over 50% in size
* hit, by the source's call; i = inactive; ? = inconclusive; nt = not tested or not shown; [ ] = another dose, or the depositor's remark. Unless noted, calls come from the whole dose curve; as a rule, active = well fitted curve in the direction sought with a large enough effect; inconclusive = small, poorly fitted or top-dose-only effect, or another doubt; inactive = no such curve, though single readings can be large; an effect the other way counts as inactive or inconclusive.

SMILES	KB-V1 MDR tox	WRN helicase inh	HT1080-NT tox	HT1080 IDH1KD tx	KB-3-1 cytotox	ATXN2 expr inh	IL-1B inflam inh	SW480 rerep	MCF10A rereplic
COc1cc(OC)cc(C(=O)NCc2n[nH]c(=S)n2-c2ccccc2OC)c1	-2%	-8%	3%	10%	0%	1%	8	-2%	16%
CC(C)(C)C(=O)/C=c1\[nH]c(=O)/c(=C\c2ccc(C#N)cc2)s1	?	-12%	-5%	-16%	-21%	-13%	53	4%	8%
COc1cc(OC)cc(C(=O)N2CCN(C(=O)c3ccc(-c4ccccc4)cc3)CC2)c1	?	-6%	-1%	-9%	-2%	-9%	-68*	2%	-3%
Cc1cc(=O)[nH]c2ccc(S(=O)(=O)Nc3ccccc3)cc12	2%	-4%	-23%	-28%	-1%	40%[activator]	-10	6%	-6%
COc1ccc(/C=N/NC(=O)C2c3ccccc3-c3ccccc32)cc1	?	-4%	-29%	?	-23%	-13%	6	13%	?
COc1ccc(CN2C[C@@H](CO)O[C@@H](n3cnc4c(N5CCN(C)CC5)ncnc43)C2)cc1	-4%	0%	2%	30%	0%	1%	18	nt	nt
CCOc1ccc2oc(C(=O)N3CCN(c4ccccn4)CC3)c(C)c2c1	?	-21%	-1%	-8%	37%	8%	i	1%	?
CN(C)C(=O)c1cc(C(=O)c2ccccc2Cl)c[nH]1	2%	-24%	7%	20%	-1%	14%[11.3 µM]	-3	1%	-11%
CCn1c(=O)c(C(=O)NNC(=O)c2ccccc2Br)c(O)c2ccccc21	?	-2%	-15%	-28%	?	-13%	79	-8%	-3%
CCN1C[C@@H]2[C@@H]3C(=O)N(Cc4ccccc4)C(=O)[C@@H]3[C@](C)(C(=O)OC)N2C1=NC1CCCCC1	4%	0%	15%	9%	7%	3%	26	15%[9.22 µM]	27%
O=C(CCN1C(=O)/C(=C\c2ccccc2F)SC1=S)N1CCOCC1	-13%	1%	-4%	3%	13%	nt	-2	nt	nt
O=C(Cc1ccc(Br)cc1)NC1CCN(Cc2ccccc2)CC1	18µM*	5%	-1%	-23%	?	-36%	?	4%	?
CC1CCCC(NC(=O)c2cc(S(=O)(=O)N3CCOCC3)ccc2F)C1C (stereo unspecified)	-10%	-8%[57.1 µM]	1%	-1%	7%	-11%	0	1%	2%
COc1sc(SC)cc1/C=N/NC(=O)c1ccncc1	5%	10%	-6%	-1%	-6%	-12%	-15	-3%	35%
CN(C)CCCNC(=O)c1cc(C(=O)Cc2ccccc2)c[nH]1	15%	1%	1%	0%	2%	nt	-3	-43%[inhibitor]	21%
CCCNC(=O)NC(=O)COC(=O)c1ccc(S(=O)(=O)N(C)c2ccccc2OC)cc1	-26%	-1%	-10%	-18%	-2%	-10%	27	10%	11%
CCN(c1ccccc1)S(=O)(=O)c1ccc(Cl)c(NC(=O)CNCc2ccccc2OC)c1	nt	?	-11%	-25%	nt	-12%	-14	?	16µM*
O=S(=O)(c1ccccc1)c1ncc(C(F)(F)F)cc1O	21%	2%	3%	7%	4%	2%	-4	-18%	-12%
CCCn1c(C(C)NC(=O)c2ccccc2)n[nH]c1=S (stereo unspecified)	9%	-34%	29%	13%	-3%	-13%	14	-15%	1%
Cc1ccccc1-c1nc(CN2CCC(C(=O)NCCN3CCOCC3)CC2)c(C)o1	12%	-6%	-21%	-15%	1%	-5%	-7	3%	0%
COc1ccc2c(c1)c1ncn(Cc3ccco3)c(=O)c1n2C	?	-16%	-15%	-19%	9%	4%	-13	-2%	0%
Cc1cccc(CCNS(=O)(=O)c2ccc3c(c2)NC(=O)CS3)c1	-4%	0%	-3%	-3%	5%	nt	13	3%	-7%
O=C(N1CCCCC1)C1(S(=O)(=O)c2ccccc2)CC=CC1	3%	3%	15%	18%	4%	45%[activator]	16	-12%	15%
Cc1cc(OC(=O)C2CC2)c([N+](=O)[O-])c(=O)[nH]1	0%	7%	9%	20%	5%	-3%	7	1%	1%
O=C(c1ccc(=O)oc1)N1CCCc2ccccc21	5%	?	5%	-4%	-4%	9%	27	2%	2%
CC(=O)O[C@H]1C2OC(=O)C(C)=C2[C@@H]2OC(=O)[C@]3(CCC4OC41C)OC23 (stereo partly specified)	26%	-4%	-1%	-7%	-1%	5%	-72*	9%	?
CCN(CC)C(=O)c1ccc(S(=O)(=O)c2ccccc2)cc1	6%	-2%	-4%	-5%	0%	-5%	17	-2%	-1%
O=C1CCCc2ccccc2N1	4%	-7%	10%	17%	3%	nt	16	-1%	-4%
O=C(NNC(=O)C12CC3CC(CC(C3)C1)C2)c1csc(N2CCOCC2)n1	-22%	-3%	2%	0%	11%	6%	2	-9%	1%
CSc1nc2ncc(C(=O)O)c(N)n2n1	1%	5%	11%	10%	-9%	nt	43	0%	5%
Cc1ccnc(NCc2cc(Cl)ccc2O)c1	-5%	13%	-14%	-11%	5%	nt	-7	nt	nt
COc1ccc(Cc2nnc(NC(=O)C3CC(=O)N(CCc4ccc(F)cc4)C3)s2)cc1OC (stereo unspecified)	7%	-1%	-3%	?	-7%	-2%	26	-5%	7%
CCCCNS(=O)(=O)c1ccc2nc(-c3cccnc3)cc(C(=O)NC(C)CC)c2c1 (stereo unspecified)	7%	-5%	1%	-1%	-3%	?	-24	0%	4%
O=C(Nc1ccccc1O)c1cc2cc(Br)ccc2oc1=O	-2%	-5%	14%	10%	6%	nt	-23	-5%	7%
Cc1cccc(C)c1N1C(=O)c2ccccc2NC(=O)C1C(=O)NCc1ccco1 (stereo unspecified)	1%	5%	7%	16%	11%	nt	20	nt	nt
O=C(NCc1cccs1)c1cc2c(s1)CS(=O)(=O)C2	19%	-17%	-12%	-1%	1%	4%	-17	?	-8%
O=S(=O)(c1ccccc1)c1nc(Nc2ccccc2N2CCOCC2)sc1Cl	21µM*	-14%	?	-25%	-22%	-19%	?	1%	3%
COc1ccc(NC(=S)N(CCN(C)C)C(C)c2ccco2)cc1 (stereo unspecified)	-21%	-29%	12%	7%	0%	13%	-4	nt	-6%
CCN(CC)S(=O)(=O)c1cccc(C(=O)NN2Cc3ccccc3C2=N)c1	3%	-2%	12%	9%	3%	nt	4	?	17%
CCCc1nnc(NC(=O)CSc2ncn[nH]2)s1	?	1%	20%	14%	0%	-8%	13	-2%	-8%
C=CCC(C(=O)Oc1c(C(C)(C)C)cc(C)cc1C(C)(C)C)c1ccccc1 (stereo unspecified)	?	-4%	19%	29%	?	6%	23	-10%	?
CS(=O)(=O)N(CC(=O)N1CCN(c2ccccc2F)CC1)c1cc(C(F)(F)F)ccc1Cl	?	-15%	9%	0%	-1%	-7%	0	0%	-5%
Cc1nc(C(F)(F)F)ccc1C(=O)Nc1ccc2ccccc2n1	-16%	-8%	-6%	-1%	-21%	23%	-8	18%	6%
CC(C)OC(=O)C1C(=O)CC(C)(O)C(C(=O)OC(C)C)C1c1ccc([N+](=O)[O-])cc1 (stereo unspecified)	?	0%	-21%	-4%	-2%	8%	-8	2%	0%
Cc1cccc(C)c1NC(=O)C(CCc1ccccc1)N1CCC(c2ccccc2)CC1 (stereo unspecified)	?	-4%	4%	-1%	?	nt	2	nt	nt
CCOc1cc(NC(=O)c2cccs2)c(OCC)cc1NC(=O)CCC(=O)NCc1ccccn1	-6%	1%	6%	-3%	0%	-19%	?	3%	0%
COc1ccccc1OCc1cc(C(=O)N2CCCC(OCc3cccnc3)C2)no1 (stereo unspecified)	-9%	1%	5%	0%	-11%	42%[activator]	-13	19%	2%
O=C(COC(=O)c1cnc(Cl)c(Cl)c1)NC1CC1	nt	-15%	-1%	-1%	nt	-11%	?	2%	-1%

Grouped by structure, those above containing fluorine (6)
SMILES	KB-V1 MDR tox	WRN helicase inh	HT1080-NT tox	HT1080 IDH1KD tx	KB-3-1 cytotox	ATXN2 expr inh	IL-1B inflam inh	SW480 rerep	MCF10A rereplic
O=C(CCN1C(=O)/C(=C\c2ccccc2F)SC1=S)N1CCOCC1	-13%	1%	-4%	3%	13%	nt	-2	nt	nt
CC1CCCC(NC(=O)c2cc(S(=O)(=O)N3CCOCC3)ccc2F)C1C (stereo unspecified)	-10%	-8%[57.1 µM]	1%	-1%	7%	-11%	0	1%	2%
O=S(=O)(c1ccccc1)c1ncc(C(F)(F)F)cc1O	21%	2%	3%	7%	4%	2%	-4	-18%	-12%
COc1ccc(Cc2nnc(NC(=O)C3CC(=O)N(CCc4ccc(F)cc4)C3)s2)cc1OC (stereo unspecified)	7%	-1%	-3%	?	-7%	-2%	26	-5%	7%
CS(=O)(=O)N(CC(=O)N1CCN(c2ccccc2F)CC1)c1cc(C(F)(F)F)ccc1Cl	?	-15%	9%	0%	-1%	-7%	0	0%	-5%
Cc1nc(C(F)(F)F)ccc1C(=O)Nc1ccc2ccccc2n1	-16%	-8%	-6%	-1%	-21%	23%	-8	18%	6%

No enrichment for hits, and some 12% of all compounds hit somewhere here.
